LYPLA1 inh = LYPLA1 inhibitors, primary screen, counter-screen for PME1 inhibitor project, biochemical, fluorescence polarization, FP-Rh probe ABPP; recombinant LYPLA1; inhibition, % at 5.9 µM; actives 0.16% (n = 320,000);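 active = inhibition above the mean of all tested compounds plus 3 SD, set per campaign, cut at about 14% in these data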;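 also: inhibitors block serine hydrolase probe labeling of LYPLA1 so polarization falls; 0% = enzyme with DMSO and 100% = wells lacking LYPLA1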
PAFAH2 FP inh = PAFAH2 enzyme inhibitors, primary screen, biochemical, fluorescence polarization, human; Platelet-activating factor acetylhydrolase 2, cytoplasmic (Homo sapiens), Q99487; recombinant PAFAH2, FP-rhodamine activity probe; inhibition, % at 3.39 µM; actives 0.99% (n = 340,000); AID 492956, 2010;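 active = inhibition above the mean over all tested compounds plus 3 SD, cut at about 30% in these data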;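 also: inhibitors block probe labeling of enzyme so polarization drops; 0% = enzyme with DMSO and 100% = wells lacking PAFAH2 protein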
GSTO1 inh = inhibitors of recombinant GSTO1, primary screen, counter-screen for RBBP9 inhibitor project, biochemical, fluorescence polarization | Glutathione S-transferase omega-1 (Homo sapiens), P78417 | activity-based probe fluorescence polarization | inhibition, % at 5.96 µM | actives 1.1% (n = 300,000) | AID 1974, 2009;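 active = inhibition above the campaign mean inhibition plus 3 SD, cut at about 35% in these data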;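 also: 0% = GSTO1-1 with DMSO and 100% = wells lacking GSTO1-1 enzyme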
Target sequence (P78417 whole entry, looked up): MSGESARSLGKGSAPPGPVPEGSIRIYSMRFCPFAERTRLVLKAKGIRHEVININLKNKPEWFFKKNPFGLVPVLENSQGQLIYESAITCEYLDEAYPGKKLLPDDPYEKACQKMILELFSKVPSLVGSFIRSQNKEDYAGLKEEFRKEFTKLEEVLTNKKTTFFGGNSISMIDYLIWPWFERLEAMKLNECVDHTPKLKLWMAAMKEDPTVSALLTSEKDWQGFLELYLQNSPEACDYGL
PAD4 FP inh = human PAD4 inhibitors, primary screen, biochemical, fluorescence polarization, 1536-well format | recombinant PAD4, RCA probe fluorescence polarization | inhibition, % at 6.36 µM | actives 0.41% (n = 330,000);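 active = percent inhibition above a cutoff equal to the mean of all tested compounds plus 3 SD, cut at about 15% in these data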;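 also: 0% = PAD4 with RCA probe and DMSO and 100% = probe without PAD4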
Target sequence (Q9UM07 whole entry, looked up): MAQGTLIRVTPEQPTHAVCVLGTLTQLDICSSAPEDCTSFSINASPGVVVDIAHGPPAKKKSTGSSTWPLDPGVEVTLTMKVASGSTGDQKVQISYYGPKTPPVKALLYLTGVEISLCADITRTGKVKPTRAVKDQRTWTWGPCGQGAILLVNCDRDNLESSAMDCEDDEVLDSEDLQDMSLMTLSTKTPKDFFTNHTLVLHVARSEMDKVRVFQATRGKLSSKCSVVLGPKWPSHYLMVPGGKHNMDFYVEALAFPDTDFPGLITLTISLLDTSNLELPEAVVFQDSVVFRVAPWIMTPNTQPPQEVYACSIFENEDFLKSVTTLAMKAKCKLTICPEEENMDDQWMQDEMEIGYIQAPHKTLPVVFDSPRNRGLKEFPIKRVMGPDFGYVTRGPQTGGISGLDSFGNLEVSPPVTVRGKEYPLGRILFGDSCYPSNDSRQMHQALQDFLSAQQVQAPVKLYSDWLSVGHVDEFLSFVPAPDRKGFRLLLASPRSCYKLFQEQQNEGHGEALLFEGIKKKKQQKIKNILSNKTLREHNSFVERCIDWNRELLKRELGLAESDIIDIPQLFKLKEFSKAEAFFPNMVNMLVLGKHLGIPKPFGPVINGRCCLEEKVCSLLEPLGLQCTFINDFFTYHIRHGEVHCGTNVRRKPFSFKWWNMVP
PAFAH1B2 inh = PAFAH1B2 enzyme inhibitors, primary screen, biochemical, fluorescence polarization, human | recombinant PAFAH1B2, FP-rhodamine activity probe | actives 1.2% (n = 340,000) | Platelet-activating factor acetylhydrolase IB subunit alpha2 (Homo sapiens), P68402 | AID 492953, 2010 | inhibition, % at 3.39 µM;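 active = inhibition above the mean of all tested compounds plus 3 SD, cut at about 24% in these data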;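 also: 0% = enzyme with DMSO and 100% = wells lacking PAFAH1B2; many of its hits are not listed in these tables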
LYPLA2 inh = LYPLA2 inhibitors, primary screen, counter-screen for PME1 inhibitor project, biochemical, fluorescence polarization, FP-Rh probe ABPP; Acyl-protein thioesterase 2 (Homo sapiens), O95372; recombinant LYPLA2; inhibition, % at 5.9 µM; actives 0.38% (n = 320,000);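 active = inhibition above the screen-wide mean plus 3 SD, limit set per campaign, cut at about 26% in these data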;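 also: 0% = LYPLA2 with DMSO and 100% = wells lacking LYPLA2 enzyme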
pPAFAH FP inh = pPAFAH enzyme inhibitors, primary screen, biochemical, fluorescence polarization, human | AID 463082, 2010 | recombinant pPAFAH, FP-rhodamine probe fluorescence polarization | actives 1.5% (n = 330,000) | Platelet-activating factor acetylhydrolase (Homo sapiens), Q13093 | inhibition, % at 3.39 µM;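 active = inhibition above the mean inhibition across the screen plus 3 SD, cut at about 25% in these data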;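 also: inhibitors block binding of the rhodamine activity-based probe so polarization drops; 0% = enzyme with DMSO and 100% = wells lacking pPAFAH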
PREPL inh = PREPL enzyme inhibitors, primary screen, biochemical, fluorescence polarization | inhibition, % at 5.96 µM | recombinant PREPL, fluorescence polarization activity-based probe | Prolyl endopeptidase-like (Homo sapiens), Q4J6C6 | actives 0.68% (n = 320,000) | AID 2751, 2010; in the data active = inhibition above about 43%;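 also: 0% = enzyme with DMSO and 100% = wells lacking enzyme; many of its hits are not listed in these tables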
PAFAH1B3 FP inh = PAFAH1B3 enzyme inhibitors, primary screen, biochemical, fluorescence polarization, human; Platelet-activating factor acetylhydrolase IB subunit alpha1 (Homo sapiens), Q15102; recombinant PAFAH1B3, FP-rhodamine probe; inhibition, % at 3.39 µM; actives 0.28% (n = 340,000); AID 492972, 2010;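 active = inhibition above the screen-wide average of all tested compounds plus 3 SD, cut at about 25% in these data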;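 also: 0% = enzyme with DMSO only and 100% = wells lacking PAFAH1B3 protein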
Numbers without * were called inactive; x = not tested or not shown. Some of the compounds tested. The share of hits here may be higher or lower than overall.

Field names – A = LYPLA1 inh; B = PAFAH2 FP inh; C = GSTO1 inh; D = PAD4 FP inh; E = PAFAH1B2 inh; F = LYPLA2 inh; G = pPAFAH FP inh; H = PREPL inh; I = PAFAH1B3 FP inh
SMILES: CC1(C)CC(=O)CC(=Nc2ccc(C(=O)O)cc2)C1
  A = -0.6 | B = -0.5 | C = 13.3 | D = -0.1 | E = -0.4 | F = 2.8 | G = -1.0 | H = 5.6 | I = 3.6

SMILES: COc1cccc2cc(C(=O)Nc3ccccc3C)/c(=N/NS(=O)(=O)c3ccccc3)oc12
  A = -3.4 | B = 6.3 | C = -1.9 | D = -4.3 | E = 4.3 | F = -1.1 | G = 11.4 | H = 2.1 | I = 6.0

SMILES: NS(=O)(=O)c1ccc(NC(=O)COC(=O)c2cn(-c3ccccc3)nc2-c2ccccc2)cc1
  A = -19.9 | B = -16.4 | C = -45.3 | D = -0.2 | E = -4.5 | F = -38.2 | G = -17.0 | H = -10.2 | I = 1.3

SMILES: O=S(=O)(c1cc(F)ccc1F)N1CCN2CCCC2C1 (centres undefined)
  A = -2.4 | B = -0.4 | C = 7.0 | D = -0.6 | E = 2.7 | F = -1.1 | G = -3.8 | H = -9.2 | I = 2.9

SMILES: C=CC[C@H](CC(=O)N(CCO)Cc1ccccc1)C(=O)NCCOC(=O)[C@@H](CC=C)Cc1ccc(F)cc1
  A = x | B = -2.6 | C = x | D = -1.7 | E = 5.3 | F = x | G = 4.1 | H = 11.5 | I = 2.3

SMILES: CCc1nnc(NC(=O)c2cc(S(=O)(=O)N3CCCCC3)ccc2C)s1
  A = 1.0 | B = 5.7 | C = x | D = 5.2 | E = 0.6 | F = 3.6 | G = 5.8 | H = -1.2 | I = 2.3

SMILES: COCC(=O)Nc1cc(C)c2c(=O)oc3ccccc3c2n1
  A = -1.7 | B = 6.8 | C = 1.7 | D = 3.1 | E = 0.8 | F = 0.0 | G = 1.8 | H = 6.5 | I = 0.7

SMILES: Cc1ccnc(NC(=O)CCC(=O)N(CC(=O)NCCc2ccccc2)Cc2cccs2)c1
  A = 1.7 | B = 3.5 | C = 1.5 | D = 0.4 | E = 9.8 | F = -3.0 | G = 4.4 | H = -4.9 | I = -0.4

SMILES: Cc1ccc(S(=O)(=O)Cc2ccc(C(=O)N3CCN(c4ccccn4)CC3)o2)cc1
  A = 3.8 | B = 5.3 | C = 3.6 | D = 2.7 | E = -1.9 | F = -2.7 | G = 4.3 | H = 6.9 | I = 7.0

SMILES: CCOc1ccc(NC(=O)c2nn(C)c(C(=O)Nc3ccc(OCC)cc3)c2[N+](=O)[O-])cc1
  A = 0.7 | B = -0.8 | C = 7.1 | D = -3.1 | E = 1.2 | F = -3.8 | G = -0.3 | H = -1.0 | I = 4.2

Part of the list above in order of number of heavy atoms, smallest number first.
Field names – A = LYPLA1 inh; B = PAFAH2 FP inh; C = GSTO1 inh; D = PAD4 FP inh; E = PAFAH1B2 inh; F = LYPLA2 inh; G = pPAFAH FP inh; H = PREPL inh; I = PAFAH1B3 FP inh
SMILES: CC1(C)CC(=O)CC(=Nc2ccc(C(=O)O)cc2)C1
  A = -0.6 | B = -0.5 | C = 13.3 | D = -0.1 | E = -0.4 | F = 2.8 | G = -1.0 | H = 5.6 | I = 3.6

SMILES: O=S(=O)(c1cc(F)ccc1F)N1CCN2CCCC2C1 (centres undefined)
  A = -2.4 | B = -0.4 | C = 7.0 | D = -0.6 | E = 2.7 | F = -1.1 | G = -3.8 | H = -9.2 | I = 2.9

SMILES: COCC(=O)Nc1cc(C)c2c(=O)oc3ccccc3c2n1
  A = -1.7 | B = 6.8 | C = 1.7 | D = 3.1 | E = 0.8 | F = 0.0 | G = 1.8 | H = 6.5 | I = 0.7

SMILES: CCc1nnc(NC(=O)c2cc(S(=O)(=O)N3CCCCC3)ccc2C)s1
  A = 1.0 | B = 5.7 | C = x | D = 5.2 | E = 0.6 | F = 3.6 | G = 5.8 | H = -1.2 | I = 2.3

SMILES: Cc1ccc(S(=O)(=O)Cc2ccc(C(=O)N3CCN(c4ccccn4)CC3)o2)cc1
  A = 3.8 | B = 5.3 | C = 3.6 | D = 2.7 | E = -1.9 | F = -2.7 | G = 4.3 | H = 6.9 | I = 7.0

SMILES: Cc1ccnc(NC(=O)CCC(=O)N(CC(=O)NCCc2ccccc2)Cc2cccs2)c1
  A = 1.7 | B = 3.5 | C = 1.5 | D = 0.4 | E = 9.8 | F = -3.0 | G = 4.4 | H = -4.9 | I = -0.4

SMILES: NS(=O)(=O)c1ccc(NC(=O)COC(=O)c2cn(-c3ccccc3)nc2-c2ccccc2)cc1
  A = -19.9 | B = -16.4 | C = -45.3 | D = -0.2 | E = -4.5 | F = -38.2 | G = -17.0 | H = -10.2 | I = 1.3

SMILES: C=CC[C@H](CC(=O)N(CCO)Cc1ccccc1)C(=O)NCCOC(=O)[C@@H](CC=C)Cc1ccc(F)cc1
  A = x | B = -2.6 | C = x | D = -1.7 | E = 5.3 | F = x | G = 4.1 | H = 11.5 | I = 2.3

Continued.
Field names – A = LYPLA1 inh; B = PAFAH2 FP inh; C = GSTO1 inh; D = PAD4 FP inh; E = PAFAH1B2 inh; F = LYPLA2 inh; G = pPAFAH FP inh; H = PREPL inh; I = PAFAH1B3 FP inh
SMILES: O=[N+]([O-])c1cccc(-c2csc(CS(=O)(=O)Cc3ccco3)n2)c1
  A = -0.1 | B = x | C = -4.7 | D = -2.0 | E = x | F = -4.6 | G = 10.1 | H = 7.5 | I = x

SMILES: Cc1noc(C)c1C(=O)NCCc1ccc(S(N)(=O)=O)cc1
  A = -1.4 | B = -4.2 | C = -3.9 | D = -4.1 | E = -1.2 | F = -5.4 | G = -0.9 | H = 5.5 | I = -1.4

SMILES: COCc1cc(C)nc(NC2CCCCC2)c1C#N
  A = -3.0 | B = 2.6 | C = 4.0 | D = -4.1 | E = 6.2 | F = 0.4 | G = 0.7 | H = -0.1 | I = 6.7

SMILES: CCN(CC)S(=O)(=O)c1ccc(C(=O)NC(C)(C)C)cc1
  A = 0.7 | B = -11.8 | C = 5.7 | D = -6.4 | E = 4.5 | F = 3.8 | G = -2.8 | H = -13.5 | I = -1.5

SMILES: NC(=O)CN1C(=O)NC2(CCOc3ccccc32)C1=O (centres undefined)
  A = -2.5 | B = 7.8 | C = 1.0 | D = -7.7 | E = 1.0 | F = -7.8 | G = -0.5 | H = 9.1 | I = -0.6

SMILES: Cc1ccc(C)c(NC(=O)CN(C)S(=O)(=O)c2cccc3cccnc23)c1
  A = 1.1 | B = -3.1 | C = 6.7 | D = 5.2 | E = 1.7 | F = 3.1 | G = -0.9 | H = -2.4 | I = 1.0

SMILES: Cc1ccc(NC(=O)CSc2nnc(Cn3cnc4ccccc43)o2)c(C)c1
  A = -2.2 | B = 6.8 | C = -0.2 | D = -3.7 | E = -1.4 | F = 2.8 | G = 1.5 | H = -2.1 | I = 0.9

SMILES: CC(=O)Nc1ccc(Nc2cc(C)nc3c(-c4ccccc4)cnn23)cc1
  A = 4.1 | B = 5.7 | C = -2.0 | D = 3.1 | E = 4.2 | F = 4.9 | G = 8.7 | H = 36.6 | I = 5.8

SMILES: O=c1cc(-c2ccccc2)[nH]n1-c1ccc([N+](=O)[O-])cc1
  A = -7.5 | B = 13.5 | C = 28.0 | D = -9.8 | E = 4.9 | F = -2.9 | G = 11.8 | H = 14.0 | I = 14.0

SMILES: O=C(Cc1ccccc1F)NCC(c1ccco1)N1CCCCC1 (centres undefined)
  A = -0.2 | B = 9.8 | C = -2.6 | D = -3.0 | E = 1.4 | F = -0.2 | G = 0.8 | H = -0.7 | I = -5.2

SMILES: COCCNc1nc(SCc2ccccc2)nc2sc3c(c12)CCC3
  A = 4.8 | B = 1.4 | C = 7.6 | D = 2.8 | E = 3.9 | F = 8.8 | G = 16.1 | H = 23.1 | I = -1.8

SMILES: Cc1ccc(/C=C2\SC(=S)N(c3c(C)n(C)n(-c4ccccc4)c3=O)C2=O)cc1
  A = -1.2 | B = 1.8 | C = 20.2 | D = 4.5 | E = -1.5 | F = 3.7 | G = 5.3 | H = 17.6 | I = 3.8

SMILES: COc1ccc(C(=O)NNC(=O)C(=O)NC2CCCCC2)cc1
  A = 1.8 | B = -6.8 | C = 0.6 | D = -2.2 | E = 3.6 | F = -0.3 | G = 3.1 | H = -0.4 | I = 4.9

SMILES: C[C@@H]1CN([C@@H](C)CO)C(=O)c2cc(NS(C)(=O)=O)ccc2O[C@@H]1CN(C)S(=O)(=O)c1ccccc1
  A = x | B = 0.3 | C = x | D = 0.8 | E = 4.1 | F = x | G = -2.0 | H = 0.4 | I = 6.4

SMILES: CCOC(=O)C1=NN(c2ccc(Cl)cc2)C(=O)C1
  A = -2.3 | B = 2.7 | C = 4.1 | D = -2.8 | E = 1.5 | F = -3.5 | G = -0.1 | H = 1.0 | I = -0.5

SMILES: COc1ccc(CNC(=O)CN2CCC(C(=O)c3ccc(OC)cc3)CC2)cc1
  A = -2.0 | B = -6.4 | C = -1.5 | D = -0.1 | E = -0.3 | F = -1.4 | G = -1.4 | H = 7.8 | I = -3.5

SMILES: Cc1cc(-c2nnc(SCc3cccnc3)o2)no1
  A = -0.4 | B = -4.6 | C = 3.2 | D = -3.4 | E = 3.6 | F = -3.8 | G = -2.2 | H = -7.1 | I = -0.3

SMILES: Cc1cc(C)c2c(CC(=O)NC3CCS(=O)(=O)C3)coc2c1 (centres undefined)
  A = 2.1 | B = -4.5 | C = 6.8 | D = -1.1 | E = 0.6 | F = 6.7 | G = -0.8 | H = 0.0 | I = 2.9

From PubChem
